Source: PubChem BioAssay
FadD28 binding: M. tuberculosis FadD28 bisubstrate binding inhibition; FadD28 bisubstrate probe binding, fluorescence polarization; inhibition, % at 12.5 µM; hit rate 0.22% among 360,000; in the data active means inhibition above about 8.5%, passing the limit was not always enough; inconclusive means no clear call, values can overlap the other calls
PfHsp40 yeast: rescue of PfHsp40-mediated yeast toxicity; growth rescue, % at 12.5 µM; S. cerevisiae expressing PfHsp40, growth rescue, ATP luminescence; hit rate 0.68% among 340,000; in the data active means growth rescue above about 28%, passing the limit was not always enough; inconclusive means no clear call, values can overlap the other calls;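 further: yeast W303a lacking pdr1 and pdr3 grown in galactose medium; growth measured after three days at 30 °C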
CCHFV vOTU inh: CCHFV vOTU protease inhibition. Pep-AMC fluorescence. inhibition, % at 11.5 µM. hit rate 0.55% among 370,000; in the data active means inhibition above about 30%; further: 0% = vehicle wells with enzyme and 100% = no enzyme wells
Anthrax LF prot: inhibitors of Bacillus anthracis lethal factor protease; inhibition, % at 10 µM; multiplex microsphere protease cleavage assay, LF; P15917; hit rate 0.12% among 360,000; further: plate controls were buffer without enzyme for full effect and enzyme alone for no effect
TcdB GH inh: inhibitors of Clostridioides difficile toxin B glycohydrolase | P18177 | TcdB glycohydrolase enzymatic assay, plate reader | inhibition, % at 9.99 µM | hit rate 0.24% among 350,000 | AID 652162; in the data active means inhibition above about 10%
BoNT-A LC inh2: blocks Botulinum neurotoxin A light chain protease; hit rate 0.17% among 360,000; multiplex microsphere protease substrate cleavage, flow cytometry; inhibition, % at 10 µM; further: plate controls were buffer without enzyme for full effect and enzyme alone for no effect
Y pestis TopoI: inhibitors of Yersinia pestis topoisomerase I | activity, % at 10 µM | Y. pestis Topo-I cleavage product accumulation, plate reader | AID 504884 | hit rate 0.064% among 360,000; in the data active means activity above about 50%, passing the limit was not always enough; inconclusive means no clear call, values can overlap the other calls; further: inactives centre near 2
BoNT F protease: blocks Botulinum neurotoxin F light chain protease; Multiplex microsphere protease cleavage assay, flow cytometry; inhibition, % at 10 µM; hit rate 0.22% among 360,000; AID 588497; in the data active means inhibition above about 35%, passing the limit was not always enough; inconclusive means no clear call, values can overlap the other calls; further: plate controls were buffer without enzyme for full effect and enzyme alone for no effect
PrPC surface inh: cell surface PrPC inhibition, primary TR-FRET screen. TR-FRET read-out. inhibition, % at 13.8 µM. hit rate 0.43% among 370,000. AID 720596; in the data active means inhibition above about 24%; further: 0% = median of the test wells and 100% = reference compound wells
Active calls of the source: *; u = inconclusive; x = not tested or not shown; & = joins results of further samples. Unless noted, no stated cut-off is given here; in the data, active means inhibition above about 30%; inconclusive means no clear call, values can overlap the other calls; inactive means below that.

SMILES	FadD28 binding	PfHsp40 yeast	CCHFV vOTU inh	Anthrax LF prot	TcdB GH inh	BoNT-A LC inh2	Y pestis TopoI	BoNT F protease	PrPC surface inh
COCCN1C(=O)c2oc3c(C)cc(C)cc3c(=O)c2C1c1cccc(O)c1 (stereo not drawn)	-4.8	-1.5	28	2	x	0.0	1	3	-9
O=[N+]([O-])c1cccc(/C=N\N2CCN(c3ccc(Cl)cc3)CC2)c1	1.6	-0.2	11	-3	x	0.8	0	-2	4
CC(c1ccon1)N(C)C(=O)c1ccc2nc(Cc3cccc(Cl)c3)oc2c1 (stereo not drawn)	-2.1	-2.0	-6	-4	2.8	-2.5	7	-9	1
CCOc1ccc(S(=O)(=O)N2CCOCC2)cc1NC(=O)CN1C(=O)NC(CC)(c2ccccc2)C1=O (stereo not drawn)	-3.5	1.9	8	-2	0.3	2.8	21	-1	6
COC(=O)Cc1c(C)c2ccc(OCC(=O)N3CCC(C)CC3)c(C)c2oc1=O	0.0	-0.5	-36	2	-1.1	-1.3	24	-4	28*
COc1ccc(CN2CCNC(=O)C2CC(=O)N(C)C2CCOCC2)cc1OC (stereo not drawn)	-0.8	x	19	6	0.9	-0.1	0	-1	2
O=C(CSc1nccn1-c1ccccc1)N1CCc2ccccc21	0.6	1.3	-9	-1	x	-0.7	-5	-12	6
COc1ccc(C(=O)Nc2nc3ccc4nc(C)sc4c3s2)cc1	0.6	-0.2	3	-12	-0.9	-0.4	0	-7	8
CC(C)N(CCCNC(=O)C1CCN(S(=O)(=O)N2CCOCC2)CC1)Cc1ccccc1	-3.7	-1.5	7	6	x	-0.1	-3	2	-1
Cc1nc(N2CCOCC2)c2c(C)c(C(=O)Nc3ccccc3Cl)sc2n1	-5.8	-0.4	-12	1	1.5	-0.5	7	-3	4
CC1(C)Cc2nc3nc(SCC(=O)NCCc4ccccc4)n(-c4ccccc4)c(=O)c3cc2CO1	0.1	-1.7	-8	-2	x	0.9	21	4	-2
CCOC(=O)c1cccc(NC(=O)c2c(NCc3ccccc3)[nH]c(=O)[nH]c2=O)c1	-8.3	-0.3	-5	1	x	-0.3	6	-3	-1
CCOC(=O)N1CCC(N2CC34C=CC(O3)C(C(=O)Nc3ccc(F)cc3)C4C2=O)CC1 (stereo not drawn)	-1.3	-0.6	x	1	x	0.8	8	6	x
COc1ccc(OC)c(Cc2nnc(CCC(=O)NCc3nc4ccccc4s3)o2)c1	-2.2	-0.5	-6	-1	0.9	0.0	3	-3	-6
Cc1ccc(-c2nc(NCc3ccc(F)cc3)n(S(C)(=O)=O)n2)cc1	-0.3	0.3	6	2	0.8	-0.9	9	2	-2
O=C(CNC(=O)c1ccc(Br)o1)NCc1ccccc1Cl	-3.7	-1.0	7	-3	-0.3	1.0	-2	3	-2
CCOc1cc(N2CCOCC2)c(OCC)cc1NC(=O)COC(=O)[C@H](Cc1c[nH]c2ccccc12)NC(C)=O	-0.1	1.5	-8	3	x	-0.1	19	-8	-3
CCOC(=O)CCc1c(C)c2ccc(OCc3nn[nH]n3)c(C)c2oc1=O	-8.8	-2.0	-60	0	x	-0.5	-3	-5	1
CCC1(c2ccc(F)cc2)NC(=O)N(CC(=O)Nc2cc(C)on2)C1=O (stereo not drawn)	-5.0	0.7	17	3	1.1	-1.4	2	3	-8
O=C(NCCc1ccccc1)c1c[nH]c2ccccc2c1=O	-3.3	x	14	-2	-8.8	-0.3	2	1	13
CN(C)c1cc[n+](CC(=O)Nc2cccc([N+](=O)[O-])c2)cc1	-2.6	-0.2	-1	-6	1.2	1.7	-1	7	-26
Cc1cc(S(=O)(=O)N2CCC3(CC2)OCCN3S(=O)(=O)c2cccs2)ccc1F	-0.4	0.2	0	-5	-1.0	2.2	33	6	6
CC(=O)c1ccc(OCC(=O)NCC2(N3CCCCC3)CCCCC2)cc1	-3.7	0.3	-2	-2	1.7	-0.7	18	-6	-9
COc1cccc(CNC(=O)CCC2CCCN(C(=O)c3ccc(C)nc3)C2)c1 (stereo not drawn)	2.6	0.1	12	-3	1.2	1.4	-9	1	-8
COc1ccc(-c2nnc(SCC(=O)N3CCOCC3)o2)cc1	-0.9	-0.2	-3	6	x	-0.6	6	-2	1
CC1(C)CC(NC(=O)CC(c2ccccc2)c2ccccc2)CC(C)(C)N1	-2.3	-1.8	-8	x	x	x	-12	x	-6
O=C(/C=C/c1ccccc1)NCCS(=O)(=O)N1CCN(c2ccccc2F)CC1	-2.2	0.7	15	x	-0.2	x	13	x	-7
CCOCc1c(C(=O)NCc2ccccc2CN2CCCC2)oc2ccccc12	-2.8	-0.5	10	-6	-1.2	-5.1	14	-2	-2
c1ccc2nc(N3CCOCC3)c(N3CCCC3)nc2c1	-4.8	0.5	2	-7	1.7	0.1	2	-6	-4
C[C@@H]1CN([C@@H](C)CO)C(=O)CCCn2nncc2CO[C@@H]1CN(C)S(=O)(=O)c1cccs1	-2.3	x	0	-5	0.8&-0.4	-0.2	-6	0	-6
CN1CCN(CC(O)COC(c2ccc(Cl)cc2)c2ccc(Cl)cc2)CC1 (stereo not drawn)	-1.5	0.2	3	5	1.3	-1.7	-4	4	-15
COCCNC(=O)c1ccc(NC(=O)C2(c3ccccc3)CCCC2)cc1	-2.4	-0.9	-7	1	0.6	-1.2	0	-17	-1
Cc1ccc(C(=O)/C=C/c2ccc(-c3ccccc3[N+](=O)[O-])o2)cc1	-0.5	-1.5	12	8	x	13	-2	-7	-9
O=C(COC(=O)C1CCN(c2ccc(C(F)(F)F)cn2)CC1)Nc1cc(F)ccc1F	-2.8	x	3	-5	0.9	-2.4	-11	2	0
CC(C)=CCSc1nnc([C@@H](N)Cc2c[nH]c3ccccc23)o1	-0.6	0.2	-5	-5	x	-0.6	9	-10	-5
COc1ccc(C)cc1-n1nnnc1SCn1nnc2ccccc2c1=O	-1.4	-0.2	-13	-2	x	0.0	16	1	3
O=C(c1ccccc1)c1c[nH]c(C(=O)C(Cl)(Cl)Cl)c1	-0.6	12	24	-2	-0.6	0.1	12	-2	8
Cc1ccc(NC(=O)c2ccc3[nH]c(=O)c(=O)[nH]c3c2)nc1	-1.2	2.0	1	3	0.2	-0.4	4	1	3
O=C(COc1ccc(F)cc1)N(CC1=CCS(=O)(=O)C1)c1ccccc1	-2.7	1.0	1	0	x	-0.1	4	-6	-3
CC(C)(C)c1ccc(OCC(=O)N/N=C/c2cc(Br)ccc2OC(=O)c2ccco2)cc1	-1.5	1.6	4	x	x	x	0	x	7
NC(=O)c1ccsc1NC(=O)COC(=O)COc1ccc(C=O)cc1	-1.9	-1.1	8	-1	0.7	-0.1	0	-9	-6
CCOc1ccccc1N(CC(=O)Nc1ccc(S(=O)(=O)N2CCOCC2)cc1)S(=O)(=O)c1ccccc1	-2.5	1.4	x	-3	x	0.7	6	18	x
COc1ccc(NC(=O)C2CC(=O)OC23CCOC(C)(C)C3)cc1 (stereo not drawn)	-0.6	1.3	12	0	x	-0.3	4	1	8
CC(C)c1c(C(=O)N/N=C/C2CC=CCC2)nnn1-c1nonc1N (stereo not drawn)	-2.0	1.6	20	9	-0.5	8.8	-1	7	9
COc1ccc(NC(=O)CCNS(=O)(=O)c2cccc(C(C)=O)c2)cc1S(N)(=O)=O	-0.5	-0.1	16	-4	2.4	0.3	1	-7	4
O=C(Nc1ccccc1)Nc1nc(-c2ccc(F)c(F)c2)cs1	-3.4	-0.8	x	5	x	2.0	-6	-1	x
Cc1cn(CC(=O)NCCCN2CCCC2=O)c(=O)[nH]c1=O	-0.5	-0.8	12	-4	-2.0	0.2	-2	-2	-3
O=C(CN1CCN(c2ccc(F)cc2)CC1)NCc1cccs1	0.0	1.0	-10	-2	0.8	0.0	0	0	-2
Cc1ccccc1N(CC(=O)NC1CCCCC1)C(=O)CNC(=O)c1cccs1	-0.7	-0.1	1	15	0.7	-1.2	6	-23	-3
O=C(Nc1cccc(-c2cccc(F)c2)c1)C1CCN(CC2CCOC2)CC1 (stereo not drawn)	-5.4	-1.4	14	-1	3.7	0.1	-5	6	-4

The listing continues.
SMILES	FadD28 binding	PfHsp40 yeast	CCHFV vOTU inh	Anthrax LF prot	TcdB GH inh	BoNT-A LC inh2	Y pestis TopoI	BoNT F protease	PrPC surface inh
COC(=O)c1ccc(CSc2ncnc3c2sc2nc(N4CCOCC4)c4c(c23)CCCC4)o1	0.4	-0.5	2	u	x	u	7	1	-2
O=C(c1ccco1)N1CCN(C(=O)c2ccc(COc3ccc(Cl)cc3Cl)o2)CC1	-0.5	1.3	1	-2	x	-0.4	15	14	5
Cn1c(=O)c2c(SCC(=O)N3CCCC3)nc(-c3ccccc3)nc2n(C)c1=O	-1.9	16	x	4	x	-1.2	1	-9	x
C=CCN1C(=O)C2(OCCCO2)c2cc(Cl)ccc21	-0.2	-0.1	19	-4	-4.7	-2.1	0	u	8
CC(C)(C)C(=O)NC(C(N)=O)=C(Cl)Cl	-0.3	0.9	-6	1	x	-0.8	-7	10	-4
NC(=O)c1ncn([C@@H]2O[C@H](CNS(=O)(=O)c3cc(S(=O)(=O)c4ccccc4)cs3)[C@@H](O)[C@H]2O)n1	-0.4	-0.6	-1	4	1.7	0.2	-6	-2	4
COc1ccc(-c2c(C#Cc3ccsc3)c3cc(-c4ccc5c(c4)OCO5)ccc3n2C)cc1	0.1	-1.9	8	1	0.6	0.0	-3	-7	7
O=C(NC1CCS(=O)(=O)C1)C12CC3CC(CC(C3)C1)C2 (stereo not drawn)	1.3	0.8	-14	-4	2.4	-1.5	-13	-20	6
CCOc1cccc(-c2nnc(SCC(=O)Nc3ccc(OC)c(OC)c3)n2N)c1	0.6	0.2	-14	-8	x	0.8	10	10	2
COc1ccc(S(=O)(=O)N2CCOC23CCN(S(=O)(=O)c2ccc([N+](=O)[O-])cc2)CC3)cc1	-1.5	0.1	2	-1	1.1	-1.7	-7	-2	-8
O=C(CSc1nncs1)NNC(=O)c1ccco1	-0.8	0.9	-1	-8	0.4	0.7	12	-1	5
CC1C(C)N(C(=O)CCCl)c2ccccc2N1C(=O)CCCl (stereo not drawn)	-0.1	-0.3	-5	-1	-0.7	-0.2	15	-1	-4
CN(C[C@@H](CC1CCCCC1)N(C[C@H](Cc1ccccc1)N(CCc1ccccc1)N=O)N=O)N=O	-1.3	1.2	10	-12	0.4	-1.3	46	-12	5
CCC(C(=O)NCCCN1CC(C)CC(C)C1)n1nc(C)c2sc3ccccc3c2c1=O (stereo not drawn)	-0.8	-0.8	4	1	1.1	-0.5	6	-2	-5
O=C(Nc1ncc([N+](=O)[O-])s1)c1cccs1	1.1&2.9	-1.5&-1.3	13&7	-1&0	1.1&2.1	0.1&-0.4	-1&3	-7&5	-26&-29
Cc1cc(NS(=O)(=O)c2ccc(NC(=O)C(F)(F)F)cc2)nc(C)n1	-1.0	0.2	-3	-23	0.4	-0.8	2	-35	-1
Cc1ccccc1Nc1nc(N)nc(COC(=O)c2ccc(O)cc2)n1	-1.5	-0.3	2	0	x	0.2	2	-1	-5
COc1ccc(C[C@H]2CN3C(=NC[C@@H]3Cc3ccc(O)cc3)N2C[C@H](C)NC(=O)c2ccc(C)c(Br)c2)cc1	-12	-0.6	x	4	x	-0.5	-14	-29	x
Cc1cc(Nc2cc(F)ccc2C)n2ncnc2n1	0.5	-1.1	-1	-1	0.5	-0.9	15	-8	-3
COc1ccccc1/C=C/C(=O)NC(=S)N(C)C1CCCCC1	-1.0	-0.7	10	5	1.6	0.8	9	2	15
CN(C(=O)COC(=O)c1ccccc1SCC(=O)N1CCCC1)C1(C#N)CCCCC1	-3.0	0.1	4	-8	0.9	0.0	-2	-3	-1

Two records picked at random from the list so far:
SMILES	FadD28 binding	PfHsp40 yeast	CCHFV vOTU inh	Anthrax LF prot	TcdB GH inh	BoNT-A LC inh2	Y pestis TopoI	BoNT F protease	PrPC surface inh
CN(C[C@@H](CC1CCCCC1)N(C[C@H](Cc1ccccc1)N(CCc1ccccc1)N=O)N=O)N=O	-1.3	1.2	10	-12	0.4	-1.3	46	-12	5
COc1ccccc1/C=C/C(=O)NC(=S)N(C)C1CCCCC1	-1.0	-0.7	10	5	1.6	0.8	9	2	15
